Source: PubChem BioAssay (Milwaukee Institute for Drug Discovery)
HCV NS3h FP: blocks HCV NS3 helicase binding to DNA. hit rate 1.6% among 16,000. NS3h Cy5-dT15 DNA binding, fluorescence polarization. inhibition, % at 100 µM;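 active means inhibition above the average over every tested compound plus 3 SD, cut at about 40% in these data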
Cy5 interf NS3h: Cy5 fluorescence interference, HCV helicase counter-screen | Cy5-dT15 DNA with NS3h; actives lie on both sides; signal over control mean, under 1 quenches | fluorescence interference ratio at 100 µM | hit rate 6% among 16,000 | AID 720488;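 active means compound fluorescence over control fluorescence at most 0.8, a quencher, or at least a set upper limit, an enhancer; inactive means ratio between 0.8 and the set upper limit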
* marks the source's active call; other numbers are inactive results.

SMILES	HCV NS3h FP	Cy5 interf NS3h
O=C1c2ccccc2C(=O)N1CC=C(Cl)Cl	1	0.98
CC1=NN(c2ccc(Cl)c(C(=O)O)c2)C(=O)/C1=C\c1ccc(-c2cccc([N+](=O)[O-])c2)o1	2	0.89
COc1ccc(C2CC(C(F)(F)F)n3nc(C(=O)NCc4cccs4)c(Cl)c3N2)cc1OC (stereo not drawn)	15	1
Cc1cc(/C=C2\C(=O)NC(=S)N(c3ccc(Br)cc3)C2=O)c(C)n1C	33	1.2
Cc1cc(C)nc(NS(=O)(=O)c2ccc(N/C=C\C(=O)c3cccs3)cc2)n1	-3	0.92
COC(=O)C1=C(C)NC2=C(C(=O)c3ccccc32)C1c1cc2c(cc1Cl)OCO2 (stereo not drawn)	-3	0.98
Cc1ccc(N2C(=O)NC(=O)/C(=C/c3cc(C)n(-c4ccc([N+](=O)[O-])cc4)c3C)C2=O)cc1	1	1
Cc1cc(/C=C2\C(=O)NC(=O)N(c3ccc4c(c3)OCO4)C2=O)c(C)n1-c1ccc(F)cc1	14	1.1
Cc1ccc(OCC(=O)Nc2c(C)cccc2C(C)C)c(C(C)(C)C)c1	5	0.92
CCC1=NN2C(=N)/C(=C/c3ccc(OC(=O)c4ccc(F)cc4)c(OC)c3)C(=O)N=C2S1	-27	1.1
COc1ccc(NC(=O)/C(C#N)=C\c2ccc(-c3ccccc3[N+](=O)[O-])o2)cc1	14	1.1
CC1C(c2ccccc2)=[N+]([O-])C(C)(c2ccc(Cl)cc2)N1O (stereo not drawn)	-2	0.94
COc1ccc(S(=O)(=O)N2CCSC2c2ccccc2Cl)cc1 (stereo not drawn)	6	1
CCOCCOC(=O)c1ccc(NC(=O)COc2cc(C)ccc2C(C)C)cc1	8	0.99
COc1ccccc1OCCOc1ccc(/C=N\N2C(=O)CSC2=S)cc1	6	1.1
Cc1ccc(C(=O)COC(=O)c2ccccc2)cc1	21	1
CCOc1ccc(NC(=O)C(C)Sc2ccc(Cl)cc2)cc1 (stereo not drawn)	1	0.99
CCc1ccc(N2CC(C(=O)Nc3ccc([N+](=O)[O-])cc3)CC2=O)cc1 (stereo not drawn)	13	1
COc1ccc(N2C(=O)c3ccccc3NC2c2ccc(OC)c(OC)c2)cc1 (stereo not drawn)	11	1
Fc1ccc(-c2nnc(-c3ccco3)o2)cc1	-9	0.99

A run of entries from further up, for reference:
SMILES	HCV NS3h FP	Cy5 interf NS3h
COC(=O)C1=C(C)NC2=C(C(=O)c3ccccc32)C1c1cc2c(cc1Cl)OCO2 (stereo not drawn)	-3	0.98
Cc1ccc(N2C(=O)NC(=O)/C(=C/c3cc(C)n(-c4ccc([N+](=O)[O-])cc4)c3C)C2=O)cc1	1	1
Cc1cc(/C=C2\C(=O)NC(=O)N(c3ccc4c(c3)OCO4)C2=O)c(C)n1-c1ccc(F)cc1	14	1.1
Cc1ccc(OCC(=O)Nc2c(C)cccc2C(C)C)c(C(C)(C)C)c1	5	0.92
CCC1=NN2C(=N)/C(=C/c3ccc(OC(=O)c4ccc(F)cc4)c(OC)c3)C(=O)N=C2S1	-27	1.1
COc1ccc(NC(=O)/C(C#N)=C\c2ccc(-c3ccccc3[N+](=O)[O-])o2)cc1	14	1.1
CC1C(c2ccccc2)=[N+]([O-])C(C)(c2ccc(Cl)cc2)N1O (stereo not drawn)	-2	0.94
COc1ccc(S(=O)(=O)N2CCSC2c2ccccc2Cl)cc1 (stereo not drawn)	6	1
CCOCCOC(=O)c1ccc(NC(=O)COc2cc(C)ccc2C(C)C)cc1	8	0.99
COc1ccccc1OCCOc1ccc(/C=N\N2C(=O)CSC2=S)cc1	6	1.1
Cc1ccc(C(=O)COC(=O)c2ccccc2)cc1	21	1
CCOc1ccc(NC(=O)C(C)Sc2ccc(Cl)cc2)cc1 (stereo not drawn)	1	0.99
CCc1ccc(N2CC(C(=O)Nc3ccc([N+](=O)[O-])cc3)CC2=O)cc1 (stereo not drawn)	13	1
COc1ccc(N2C(=O)c3ccccc3NC2c2ccc(OC)c(OC)c2)cc1 (stereo not drawn)	11	1
Fc1ccc(-c2nnc(-c3ccco3)o2)cc1	-9	0.99

Later entries.
SMILES	HCV NS3h FP	Cy5 interf NS3h
CN(C)c1ccc(C(=O)N2CCN(c3ccc([N+](=O)[O-])cc3)CC2)cc1	4	0.85
CC(=O)c1cccc(NC(=O)CN(c2cccc([N+](=O)[O-])c2)S(=O)(=O)c2ccccc2)c1	14	0.97
CCOC(=O)c1ccc(N2NC(=O)/C(=C/c3cccc(I)c3)C2=O)cc1	20	0.79*
COc1ccc(CCNC(=O)C2CC(=O)N(c3ccccc3)C2)cc1OC (stereo not drawn)	25	1
COc1cc(NC(=O)c2ccc3c(c2)C(=O)N(C2CCCCC2)C3=O)c(C(=O)O)cc1OC	-2	1.1
Cc1cccc(NC(=O)CSc2nc3ccc(C)cc3[nH]2)c1	16	0.65*
CCCc1cc(=O)oc2cc(C)cc(O)c12	18	1.1
CC(NC(=O)CN1C(=O)c2ccccc2C1=O)c1ccccc1 (stereo not drawn)	10	0.88
O=C(Nc1cccc(Cl)c1)N1CCN(Cc2ccc3c(c2)OCO3)CC1	16	0.86
O=C(Nc1ccc(OC(F)(F)F)cc1)c1cc2n(n1)C(C(F)(F)F)CC(c1cccs1)N2 (stereo not drawn)	9	0.71*
O=C(CSc1cc(Cl)ccc1Cl)Nc1cccc(C(F)(F)F)c1	-4	0.89
CC1=NN(C(=O)Cc2ccccc2)C(O)(c2cccnc2)C1 (stereo not drawn)	2	1.1
COc1ccc(/C(N)=N\OC(=O)COc2ccc3ccccc3c2)cc1	4	1
COc1ccc2c(=O)c(Oc3ccccc3Br)coc2c1	-4	0.94
COc1ccc(-n2c(C)nc3ncnc(-c4ccccc4)c32)cc1	-2	0.93
Cc1nc2ccc(NC(=S)Nc3cccc([N+](=O)[O-])c3)cc2nc1C	6	0.86
Cc1ccc(OCCc2c(C)n[nH]c2C)cc1C	-6	0.95
CSc1[nH]c(-c2ccccc2)cc1C(C)=O	5	1
CC1CN(C(=O)c2cc(Cl)ccc2Cl)CC(C)O1 (stereo not drawn)	1	0.91
CC(=O)N(c1ccccc1Cl)S(=O)(=O)c1ccc(Cl)cc1	9	1
O=C(/C=C/c1ccc(S(=O)(=O)Nc2ccccc2)cc1)C1C(=O)c2ccccc2C1=O	-38	0.47*
CC(C)OC(=O)c1cc(O)c(O)c(O)c1	-1	1.1
FC(F)(F)c1ccc(N/N=C\c2ccc3c(c2)OCO3)nc1	7	0.84
CN(C)CCNc1ccc(Cl)cc1[N+](=O)[O-]	-9	0.95
O=C(NCCN1CCN(C(=O)c2ccccc2Cl)CC1)C(=O)Nc1ccccc1	8	0.98
COc1ccc(C2C3=C(CC(C)(C)CC3=O)OC3=C2C(=O)CC(C)(C)C3)cc1Br	16	0.89
CC(/C=C1\SC(=S)N(C(C(=O)O)c2ccccc2)C1=O)=C\c1ccccc1 (stereo not drawn)	24	0.94
COC(=O)c1c(C)oc2ccc(OC(=O)c3ccc(Cl)cc3)cc12	12	0.92
COC(=O)c1ccccc1NC(=O)CN(c1ccc(C)cc1)S(=O)(=O)c1ccc(F)cc1	-4	1.1
CN(C)CCNC(=O)c1ccc(Br)cc1	3	1.1
Clc1ccccc1CN1CCN(N=Cc2cccc(Cl)c2Cl)CC1	-3	0.97
CC(C)C(=O)Nc1ccc2oc(-c3ccc(C(C)(C)C)cc3)nc2c1	7	0.98
COC(=O)CP(=O)(c1ccccc1)c1ccccc1	-4	1.1
O=C(CSc1ccc(Cl)cc1Cl)Nc1cc(Cl)ccc1Cl	11	0.99
O=C(c1ccccc1)c1ccc(N2CCN(C(=O)c3ccc(F)cc3)CC2)c(F)c1	12	1
CCCN1C(=O)c2ccccc2NC1c1ccc(OC)c(COc2ccc([N+](=O)[O-])cc2)c1 (stereo not drawn)	8	0.97
O=C1NC(=S)N(c2ccccc2)C(=O)/C1=C/c1ccc(-c2ccc(C(=O)O)cc2)o1	25	1
O=C(NCCCN1CCOCC1)c1cc2n(n1)C(C(F)(F)F)CC(c1ccc(Cl)c(Cl)c1)N2 (stereo not drawn)	9	0.98
COc1ccccc1N(CC(=O)Nc1ccc(C)c(C)c1)S(=O)(=O)c1ccccc1	21	0.98
CCOc1ccc(NC(=O)CN(c2ccc(C)cc2)S(=O)(=O)c2ccc(OC)c(OC)c2)cc1	12	1.1
O=C(Nc1nnc(-c2cccs2)s1)c1cccc2ccccc12	15	1.1
Cc1cccc(N2C(=O)C(=O)C(=C(O)c3ccccc3)C2c2ccc(F)cc2)c1 (stereo not drawn)	6	0.97
Cc1cc2c(Nc3c([N+](=O)[O-])ccc4c3=NC3(CCCCC3)N=4)cccc2nn1	6	0.95
COC(=O)c1cc(C(=O)Nc2nc3ccccc3s2)cc([N+](=O)[O-])c1	-6	0.53*
Cc1ccccc1OCC(=O)Nc1ccc(-c2nc3ccccc3[nH]2)cc1	9	1
COc1ccc(OC(C)C(=O)Nc2ccc(F)cc2)cc1 (stereo not drawn)	10	1
O=C(O)CCN1C(=O)c2ccc(S(=O)(=O)c3ccc(C(=O)O)cc3)cc2C1=O	6	1.1
CCOC(=O)c1c(C)n(-c2ccccc2)c2ccc(O)c(CN(C)C)c12	-2	1
COC(=O)c1c(C)oc2cc(Br)c(OC(C)C(=O)OC)cc12 (stereo not drawn)	11	0.96
COc1ccc(CCNC(=O)C2CC(=O)N(c3ccc(F)cc3)C2)cc1 (stereo not drawn)	-1	0.99

Next part.
SMILES	HCV NS3h FP	Cy5 interf NS3h
O=C(Nc1ccc(Cl)c(Cl)c1)Nc1nnc(-c2ccc(F)cc2)s1	22	1
O=C1C(Cl)=C(NCCc2ccccc2)C(=O)N1c1cccc(Cl)c1Cl	7	1
O=C(O)c1cc(NC(=O)c2ccccc2)cc(C(=O)O)c1	7	1.1
Cc1ccc(/C=C2\C=C(c3ccc(Cl)cc3)OC2=O)cc1[N+](=O)[O-]	-4	0.97
Cc1ccc(/C(N)=N\OC(=O)c2cccc([N+](=O)[O-])c2C)cc1	29	1
CC(=O)Nc1nc(-c2cccs2)cs1	0	1
NC(=O)c1ccc(Sc2nc3ccccc3s2)c([N+](=O)[O-])c1	6	1
CCOC(=O)c1[nH]cnc1C(=O)Nc1ccc([N+](=O)[O-])cc1	20	1.1
O=C(/C=C/c1ccc2c(c1)OCO2)Nc1ccc(F)c(F)c1	16	1
COc1ccc(-n2nc3cc(C)c(NC(=O)COc4ccccc4C)cc3n2)cc1	4	1.1
Cc1ccc(N2C(=O)CC(N3CCN(c4cccc(Cl)c4)CC3)C2=O)cc1Cl (stereo not drawn)	-3	1
COc1cc(C(=O)NCc2cccc3ccccc23)cc(OC)c1OC	19	0.93
COc1ccc(C(=O)NCCOc2ccccc2F)cc1OC	-2	0.99
COc1ccc(-n2c(C)cc(/C=C(\C#N)C(=O)Nc3ccccc3)c2C)cc1	22	1
O=C(c1cc2nc(-c3cccs3)cc(C(F)(F)F)n2n1)N1CCc2ccccc2C1	13	0.96
COc1ccc(-n2c(C)cc(/C=C(\C#N)C(=O)NCc3ccco3)c2C)cc1	-5	1
COc1cccc(C2NC(=S)NC(C)=C2C(=O)Nc2ccc(Br)cc2)c1OC (stereo not drawn)	4	0.98
CC(C)(C)c1ccc(C(=O)N2N=C(c3ccc([N+](=O)[O-])cc3)CC2(O)C(F)(F)F)cc1 (stereo not drawn)	8	1
COc1ccc(OC)c(N(CC(=O)N2CCOCC2)S(C)(=O)=O)c1	7	0.99
COc1ccc(NS(=O)(=O)c2cc(-c3nnnn3C)ccc2OC)cc1	6	0.9
CCc1ccc(OCC(=O)Nc2ccc(I)cc2Cl)cc1	6	0.99
CC(C)(C)OC(=O)N1N=C(c2ccc(Cl)cc2)CC1(O)C(F)(F)F (stereo not drawn)	-3	0.94
COc1ccc(C2CC(c3ccc([N+](=O)[O-])cc3)=NN2C(=O)c2ccccc2)cc1OC (stereo not drawn)	13	1
O=[N+]([O-])c1cccc(S(=O)(=O)Nc2ccc(O)c(Cl)c2)c1	5	0.83
CC(C)(O)P(=O)(c1ccccc1)c1ccccc1	-6	0.96
COc1ccc(N=C2CC(C)(C)CC(=O)C2=C(O)/C=C/c2ccccc2)cc1	2	1
O=S(=O)(c1cc(Cl)ccc1Cl)N1CCC(Cc2ccccc2)CC1	3	1
Cc1nc2c(=O)sc3ccccc3c2n1Cc1ccccc1	12	1.1
COc1ccc(CCNC(=O)/C(=C/c2ccc(C(C)C)cc2)NC(=O)c2ccccc2)cc1OC	13	0.93
CC(C)CNC(=O)CN(c1cccc(Cl)c1)S(C)(=O)=O	3	1.1
Cc1ccc(/C=N\NC(=O)c2ccccc2C)cc1	11	0.79*
CCCCCCCC(=O)CCCC(=O)Nc1ccc(C)cc1	5	0.94
Cc1nc(SCC(=O)Nc2nnc(-c3ccccc3)s2)n[nH]1	-1	0.96
O=C(Nc1c(C(=O)N2CCCCC2)cnn1-c1ccccc1)c1cccc(F)c1	5	1.1
Cc1c(Cl)cccc1-c1ccc(C(=O)O)o1	4	1.1
CCCc1c(C)[nH]c2c(OC)cccc2c1=O	0	1
O=C(Nc1ccc(Cc2ccc(NC(=O)Nc3ccccc3O)cc2)cc1)Nc1ccccc1O	-24	0.88
Cc1cccc(-c2nc3cc(NC(=O)COc4ccccc4[N+](=O)[O-])ccc3o2)c1	14	0.52*
C=C(C)COc1ccccc1/C=C1\N=C(c2cccs2)OC1=O	7	1
CCSc1nc2ccccc2n1CC(=O)Nc1c(C)cccc1C	-3	1
CC1(C)CC(=O)C(C2(C3C(=O)CC(C)(C)CC3=O)C(=O)Nc3ccccc32)C(=O)C1	1	1
CCOc1ccc(C(=O)/C=C/c2ccc(C(=O)OC)cc2)cc1	-9	0.97
CN(C(=S)Nc1ccccc1)c1ccccc1	3	1
CS(=O)(=O)N(Cc1ccccc1)c1ccc(C(=O)Nc2ccc(F)c(Cl)c2)cc1	10	0.94
Cc1sc(NC(=O)CN2C(=O)c3ccccc3C2=O)nc1-c1ccccc1	7	1.1
Cc1ccc(O)c(NC(=O)c2cnn3c(C(F)(F)F)cc(-c4ccco4)nc23)c1	1	0.58*
COc1ccc(C(=O)N/C(=C\c2ccc(-c3cccc([N+](=O)[O-])c3)o2)C(=O)NCCc2ccccc2)cc1	27	0.95
Cc1[nH]c2c(C)cccc2c(=O)c1CCC(=O)O	-3	1.1
